Bioassay records deposited in PubChem BioAssay by several laboratories.
Peg3 prom inh: Peg3 promoter-driven luciferase inhibitors, primary screen, cell-based, HeLa, luciferase luminescence; HeLa PEG-Prom luciferase reporter, overnight; inhibition, % at 20 µM; actives 1.7% (n = 360,000);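 active means inhibition of at least 50% at 20 µM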
Shn3 3UTR inh: reduction of Shn3 3'UTR firefly luciferase signal, primary screen, Schnurri-3 inhibitor project, cell-based, Clone20 osteoblasts, set 2 | Clone20 osteoblast Shn3 3'UTR firefly luciferase, 24 h | actives 0.52% (n = 360,000) | AID 588674, 2011 | inhibition, % at 12.5 µM;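 active means mean inhibition of at least 75% with every replicate also reaching 75%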;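 further: 0% = median of neutral control wells and 100% = pilot-screen positive control compound; some compounds past the cut are filed as inactive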
KKLEB cytotox: cytotoxicity in KKLEB CF airway cells, primary screen, cytotoxicity control for CF NF-kB inhibitor project, cell-based, uHTS, fluorescence assay plates. KKLEB CF airway cells viability, ATPlite luminescence, overnight; stronger effect = lower value; cells stimulated with P. aeruginosa culture filtrate. actives 0.36% (n = 360,000). activity change (cytotoxicity), % at 5 µM;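 active means corrected activity change at or below -50% at 5 µM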
HIF-2a block: HIF-2a reporter inhibitors, primary screen, luminescence, 786-0 RCC cells | 786-0 RCC cells HIF-2a reporter, luciferase luminescence, overnight | inhibition, % at 18.8 µM | actives 0.72% (n = 360,000) | AID 624352, 2012;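 active means inhibition of the luminescence signal of 40% or more relative to plate controls, in a single-dose primary screen at 18.75 µM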
CF NFkB inh: inhibitors of PAF-induced NF-kB signaling, primary screen, cell-based, GFP fluorescence, uHTS. actives 0.86% (n = 360,000). KKLEB NF-kB-GFP reporter, GFP fluorescence overnight. inhibition, % at 5 µM;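 active means at least 50% inhibition at 5 µM, scaled per plate between neutral and stimulator controls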;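 further: PAF is a Pseudomonas aeruginosa culture filtrate used as stimulus; plate controls were PAF-stimulated DMSO wells for no effect and unstimulated DMSO wells for full effect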
MITF TRPM1 inh: inhibitors of MITF-dependent TRPM1 promoter reporter, primary screen, cell-based, SK-MEL-5, single point, luciferase; SK-MEL-5 TRPM1 promoter luciferase, 24 h; inhibition, % at 12.5 µM; actives 0.83% (n = 330,000);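 active means mean inhibition across replicates of 60% or more, whatever share of single replicates reaches that level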; further: values of inactives mirror those of a sister screen read the other way
TWEAK-Fn14 inh: inhibitors of TWEAK-Fn14 signaling, primary screen, luciferase reporter cells, uHTS; TWEAK-stimulated Fn14 reporter cells, luciferase luminescence, 8 h; inhibition, % at 10 µM; actives 2% (n = 360,000); AID 1159606, 2016; in the data active means inhibition above about 50%
iPSC survival up: enhancers of single-cell hiPSC survival, primary screen, ATPlite luminescence; 100% = ROCK inhibitor wells, 0% = DMSO; survival enhancement, % at 20 µM; actives 0.044% (n = 360,000); in the data active means survival enhancement above about 18%;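 further: cells exposed to compounds for 16 hours before the ATP read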
NR2E3 ag-1: inhibitors of NR2E3-RetCOR corepressor binding, primary screen, NR2E3 agonist project, biochemical, TR-FRET, GST-NR2E3, biotin-RetCOR | AID 2300, 2010 | Photoreceptor-specific nuclear receptor (Homo sapiens), Q9Y5X4 | actives 0.12% (n = 320,000) | inhibition of corepressor binding, % at 4.78 µM | 1536-well;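 active means percent inhibition above the cutoff of mean plus 3 SD of all tested compounds, set per screening campaign, cut at about 20% in these data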;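 further: 0% = DMSO wells and 100% = biotin wells as full block of FRET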
Target sequence (Q9Y5X4 whole entry, looked up): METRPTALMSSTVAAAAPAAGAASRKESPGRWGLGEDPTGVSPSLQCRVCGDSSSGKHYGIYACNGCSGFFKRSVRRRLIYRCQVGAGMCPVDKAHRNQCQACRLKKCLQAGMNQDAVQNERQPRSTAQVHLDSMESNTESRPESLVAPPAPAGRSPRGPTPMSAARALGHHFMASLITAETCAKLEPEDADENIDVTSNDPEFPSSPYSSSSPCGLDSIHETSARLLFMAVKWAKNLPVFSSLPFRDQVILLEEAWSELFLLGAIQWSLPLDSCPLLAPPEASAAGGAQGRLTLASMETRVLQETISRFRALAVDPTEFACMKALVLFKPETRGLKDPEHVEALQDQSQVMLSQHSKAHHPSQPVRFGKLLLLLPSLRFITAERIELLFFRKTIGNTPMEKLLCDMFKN
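Material: NR2E3–RetCOR corepressor complex | Quantity: 1.35 nM GST-tagged NR2E3 final | Schedule: 5 h at 4 °C | Replication: Singlicate compound wells | Reagent: RetCOR corepressor, biotinylated, 7 nM | Controls: Biotin wells as high control, 0.6% DMSO wells as low control | Signal: TR-FRET, Eu(K)-anti-GST donor, streptavidin-D2 acceptor, ex 340, em 617/671 nm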
NR2E3 ag-2: NR2E3 agonists in two-hybrid cells, primary screen, cell-based, luminescence, CHO-S, Gal4-NCOR/VP16-NR2E3; Photoreceptor-specific nuclear receptor (Homo sapiens), Q9Y5X4; luciferase; inhibition of corepressor binding, % at 3.98 µM; actives 0.35% (n = 360,000); AID 602229, 2012;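 active means inhibition above the mean of all tested compounds plus 3 SD, cut at about 70% in these data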;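 further: 0% = DMSO with NR2E3 transfected cells and 100% = cells lacking NR2E3 construct; higher means lower luciferase signal from less NR2E3 corepressor binding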
aDG glyco act: activators of alpha-DG glycosylation, primary screen, uHTS, Pro5-aDG cells, AlphaScreen; alpha-DG glycosylation AlphaScreen (IIH6); 0% Pro5, 100% B10-LARGE cell signal; activation, % at 10 µM; actives 0.22% (n = 360,000); AID 624168, 2012;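 active means activation of at least 8% versus controls, or a plate z-score of at least 8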;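 further: Pro5 are CHO cells carrying HIG-tagged alpha-DG that lacks glycosylation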
* hit, by the source's call; . = not tested or not shown.

A first look, 5 compounds:
#	Structure	Peg3 prom inh	Shn3 3UTR inh	KKLEB cytotox	HIF-2a block	CF NFkB inh	MITF TRPM1 inh
1	CCNC(=S)NC(=NCc1cccnc1)Nc1nc(C)cc(C)n1	19	13	-1	5	6	2
2	Cc1cccc(-n2ncc3c2CCCC3NC(=O)CCc2ccncc2)c1C (centres undefined)	9	49	6	7	10	6
3	Cc1ccc(CNCCCn2cnc3c(OCc4ccccc4)ncnc32)o1	-38	8	-3	-7	-6	-3
4	O=C(Cc1ncc(C(F)(F)F)cc1Cl)NCCc1ccccn1	6	-8	8	6	-9	1
5	COc1ccc(C(=O)NCCCCNC(=O)c2ccc(OC)c(OC)c2)cc1OC	14	0	4	14	-2	17

#	TWEAK-Fn14 inh	iPSC survival up	NR2E3 ag-1	NR2E3 ag-2	aDG glyco act
1	-6	-0.5	1	15	0.0
2	10	0.5	3	17	1.9
3	-1	-0.2	.	-25	0.2
4	47	0.2	-2	14	0.0
5	11	0.4	2	-9	-0.1

Main list (from the top)
#	Structure	Peg3 prom inh	Shn3 3UTR inh	KKLEB cytotox	HIF-2a block	CF NFkB inh	MITF TRPM1 inh
1	CCNC(=S)NC(=NCc1cccnc1)Nc1nc(C)cc(C)n1	19	13	-1	5	6	2
2	Cc1cccc(-n2ncc3c2CCCC3NC(=O)CCc2ccncc2)c1C (centres undefined)	9	49	6	7	10	6
3	Cc1ccc(CNCCCn2cnc3c(OCc4ccccc4)ncnc32)o1	-38	8	-3	-7	-6	-3
4	O=C(Cc1ncc(C(F)(F)F)cc1Cl)NCCc1ccccn1	6	-8	8	6	-9	1
5	COc1ccc(C(=O)NCCCCNC(=O)c2ccc(OC)c(OC)c2)cc1OC	14	0	4	14	-2	17
6	Cn1cnc([N+](=O)[O-])c1S(=O)(=O)Oc1cccc2ccccc12	105*	97*	-79*	83*	86*	93*
7	COc1cccc(Oc2c(C)oc3c(CN4CCCCC4)c(O)ccc3c2=O)c1	15	0	-3	9	10	1
8	COCCNC(=O)c1cn(C)c2ccc(S(=O)(=O)N3CCCC3)cc2c1=O	10	-8	-3	10	1	1

#	TWEAK-Fn14 inh	iPSC survival up	NR2E3 ag-1	NR2E3 ag-2	aDG glyco act
1	-6	-0.5	1	15	0.0
2	10	0.5	3	17	1.9
3	-1	-0.2	.	-25	0.2
4	47	0.2	-2	14	0.0
5	11	0.4	2	-9	-0.1
6	67*	-3.9	.	21	-0.4
7	-3	-0.1	5	-4	-0.1
8	1	-0.3	2	15	0.4

New compounds follow:
#	Structure	Peg3 prom inh	Shn3 3UTR inh	KKLEB cytotox	HIF-2a block	CF NFkB inh	MITF TRPM1 inh
9	CC1CCc2sc(C(=O)NC3CCN(Cc4ccccc4)CC3)cc2C1 (centres undefined)	37	19	-8	4	14	-18
10	Cn1cc(S(=O)(=O)N2CCN(c3ccc(F)cc3)CC2)c(=O)n(C)c1=O	-2	-14	6	7	16	2
11	COc1cccc(OCC(=O)NC2CCCCC2)c1	-23	-20	-4	-49	-14	-23
12	NC(=O)c1ccc(NC(=O)COc2coc(CN3CCc4ccccc4C3)cc2=O)cc1	1	-11	-3	3	15	-5
13	COc1ccc(S(=O)(=O)N(n2c(C)nnc2-n2nc(C)cc2C)S(=O)(=O)c2ccc(OC)cc2)cc1	1	-69	2	12	1	1
14	Fc1cccc(Cc2noc(CN3CCSCC3)n2)c1	-1	17	11	8	-8	7
15	Cc1cc(C(=O)CN2C(=O)NC3(CCCc4ccccc43)C2=O)c(C)n1C (centres undefined)	13	-5	9	4	-5	0
16	Cc1ccccc1CN(C)CCS(=O)(=O)c1cc(Cl)ccc1Cl	11	-3	-21	24	26	9

#	TWEAK-Fn14 inh	iPSC survival up	NR2E3 ag-1	NR2E3 ag-2	aDG glyco act
9	-7	0.2	6	-27	0.5
10	9	-0.4	0	-32	0.2
11	4	-0.5	2	-16	-0.2
12	-8	-0.5	-2	-20	0.0
13	-9	-1.6	2	-6	-0.1
14	0	0.0	1	-2	-0.5
15	8	0.0	5	-28	0.0
16	65*	-0.4	6	-14	0.4

Further results:
#	Structure	Peg3 prom inh	Shn3 3UTR inh	KKLEB cytotox	HIF-2a block	CF NFkB inh	MITF TRPM1 inh
17	CCc1[nH]c(=O)c(C#N)c2c1COC(C)(C)C2	0	-8	7	18	4	2
18	CNC(=S)N/N=C/c1cc(Br)cc(Br)c1O	21	1	5	-5	10	4
19	O=[N+]([O-])c1cccc(CN2CCN(S(=O)(=O)Cc3ccccc3)CC2)c1	21	-7	2	1	-26	-11
20	N#CCc1ccnc2ccccc12	2	0	30	8	-12	2
21	CCCCN(Cc1cc2cc(OC)ccc2[nH]c1=O)C(=O)c1ccccn1	0	15	-24	8	-24	12
22	CCN(CC(=O)NCc1cccs1)c1ccc(S(=O)(=O)N2CCOCC2)cn1	2	5	10	-11	-27	12
23	CCC(C)[C@H](NS(=O)(=O)c1ccc(F)cc1Br)C(=O)OC (some centres undefined)	-6	2	0	8	-5	-9
24	O=c1cc2oc3cc(O)c(O)cc3c(-c3ccccc3[N+](=O)[O-])c-2cc1O	60*	25	-20	17	12	45

#	TWEAK-Fn14 inh	iPSC survival up	NR2E3 ag-1	NR2E3 ag-2	aDG glyco act
17	-20	0.3	-1	3	0.1
18	18	-0.6	4	89*	0.0
19	4	1.2	3	27	0.0
20	3	-1.8	.	-1	-0.2
21	-12	-1.2	0	-12	-0.1
22	-9	4.5	-3	-12	-0.5
23	9	-2.2	.	-20	-0.1
24	45	-0.5	-8	-10	-0.1

Next part.
#	Structure	Peg3 prom inh	Shn3 3UTR inh	KKLEB cytotox	HIF-2a block	CF NFkB inh	MITF TRPM1 inh
25	NS(=O)(=O)c1ccc(CNC(=O)COc2ccc3c4c(c(=O)oc3c2)CCCC4)cc1	-23	4	14	-19	-26	-3
26	Cc1[nH]c2ccc3ccccc3c2c(=O)c1C/C=C/Cl	-50	-4	-15	-65	-7	-28
27	N#Cc1ccc(-c2ccc(C3Nc4ccccc4C(=O)N3O)o2)cc1 (centres undefined)	-37	-22	9	-110	-43	-9
28	CCOC(=O)C1=C2N(C)c3ccccc3N2CCC1=O	-1	-11	2	10	2	6
29	CN1CCN(C(=O)N(c2ccccc2)c2ccccc2)CC1	6	-26	7	24	-2	-9
30	O=C(CN1C(=O)C2(OCCO2)c2cc(Br)ccc21)NO	-11	-40	-5	13	11	17
31	CCCC(c1nnnn1C1CCCCC1)N1CCN(C(=O)c2ccco2)CC1 (centres undefined)	13	-3	-14	-1	4	9
32	CCOc1ccc(/C=C/C(=O)N(C)CC(=O)Nc2cccc(F)c2)cc1OCC	11	7	-9	11	26	3

#	TWEAK-Fn14 inh	iPSC survival up	NR2E3 ag-1	NR2E3 ag-2	aDG glyco act
25	-18	-0.6	-1	-56	-0.2
26	-2	-0.2	4	-18	0.4
27	-17	-1.8	5	-10	0.1
28	4	-2.0	-1	-16	0.1
29	-14	0.1	4	-11	-0.1
30	9	-0.7	2	7	-0.2
31	16	-0.4	7	-28	0.2
32	-3	0.4	-1	-15	0.1

Other compounds:
#	Structure	Peg3 prom inh	Shn3 3UTR inh	KKLEB cytotox	HIF-2a block	CF NFkB inh	MITF TRPM1 inh
33	CCCn1c(SC(C(=O)Nc2cc(C)ccc2OC)c2ccccc2)nc2ccccc2c1=O (centres undefined)	39	25	-8	17	-11	7
34	COc1ccccc1S(=O)(=O)NCc1ccc(C(=O)N(C)Cc2ccc(F)cc2)cc1	16	1	-8	5	-2	-2
35	Cc1cccc[n+]1CC(=O)Nc1ccccc1	8	-3	12	17	-22	-7
36	CC(C)(C)c1ccc(CC(=O)N2CCC2(C)C(=O)NCc2cccc3ccccc23)cc1 (centres undefined)	52*	8	-16	28	-2	.
37	O=C(/C=C/c1ccco1)OCC(=O)c1ccc(OC(F)F)cc1	-24	-22	9	-30	-16	-12
38	COc1ccc(S(=O)(=O)N2CCOCC2)cc1NC(=O)CSc1nnc(N)s1	1	-36	-10	12	29	-9
39	C=CCNc1nc(C(=O)OCC(=O)NCc2ccccc2OC)cs1	13	-4	-2	7	-1	5
40	COCCCNC(=O)/C(C#N)=C/c1c(N2CCN(c3ccccc3)CC2)nc2ccccn2c1=O	-76	-2	-20	-200	12	-38
41	CCc1ccc(OCC(=O)NC2CCCCC2)c(Br)c1	-357	-111	-1	-281	3	-97
42	O=C(CSc1nc2nc(-c3cccs3)cc(C(F)(F)F)c2c(=O)[nH]1)NCc1ccco1	-3	-71	2	4	-6	-1
43	Cc1ccc(NC(=O)/C=C/c2ccco2)nc1	-132	-6	-38	-151	65*	5

#	TWEAK-Fn14 inh	iPSC survival up	NR2E3 ag-1	NR2E3 ag-2	aDG glyco act
33	27	-2.3	-2	-8	-0.2
34	10	-0.4	2	26	0.0
35	4	-0.9	1	6	0.0
36	7	-1.2	.	-36	2.1
37	12	-0.6	4	-3	-0.1
38	5	0.0	-3	16	-0.3
39	6	-0.5	4	14	0.0
40	-6	-0.7	-3	-20	-0.2
41	-1	-0.6	-2	-205	0.0
42	-1	3.3	13	-23	-0.1
43	40	-3.3	-2	-73	-0.4
